Screens as filed in PubChem.
MITF TRPM1 inh: inhibitors of MITF-dependent TRPM1 promoter reporter, primary screen, cell-based, SK-MEL-5, single point, luciferase; SK-MEL-5 TRPM1 promoter luciferase, 24 h; inhibition, % at 12.5 µM; actives 0.83% (n = 330,000); AID 488899, 2010;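 active means mean inhibition across replicates of 60% or more, whatever share of single replicates reaches that level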; further: values of inactives mirror those of a sister screen read the other way
Peg3 prom inh: Peg3 promoter-driven luciferase inhibitors, primary screen, cell-based, HeLa, luciferase luminescence; AID 588405, 2011; inhibition, % at 20 µM; HeLa PEG-Prom luciferase reporter, overnight; actives 1.7% (n = 360,000);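 active means inhibition of at least 50% at 20 µM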
Granule exo inh: LAMP-1 surface exposure blockers, TALL-104 cells – cell-based, flow cytometry, MLPCN library, primary screen | inhibition, % at 10 µM | actives 0.66% (n = 360,000) | TALL-104 LAMP-1 surface exposure; cells stimulated with thapsigargin and PMA;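 active means inhibition above about 55%, limit read from the data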
hiPSC survival: enhancers of single-cell hiPSC survival, primary screen, ATPlite luminescence | AID 602274, 2012 | 100% = ROCK inhibitor wells, 0% = DMSO | actives 0.044% (n = 360,000) | survival enhancement, % at 20 µM; in the data active means survival enhancement above about 18%;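 further: cells exposed to compounds for 16 hours before the ATP read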
CaV13 ICDI inh: Disruptors of the CACNA1D IQ motif to Ca2+-dependent inactivation inhibitor domain association, primary screening, Förster resonance energy transfer in intact living …. inhibition, % at 12.3 µM. actives 0.098% (n = 340,000). HEK cells, CFP/YFP FRET ICDI-IQ, plate reader, 10 min; percent FRET-ratio fall versus neutral wells;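 active means mean replicate inhibition of at least 30% and at least 1% of replicates passing that level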;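 further: 0% = median of the neutral control wells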
PDI inh: inhibitors of human PDI, primary screen, biochemical, turbidity, single point, plate reader; Protein disulfide-isomerase (Homo sapiens), P07237; PDI insulin aggregation turbidity, A650, 90 min; inhibition, % at 10 µM; actives 0.052% (n = 350,000);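 active means mean inhibition across replicates of 30% or more, whatever share of single replicates reach that level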;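 further: absorbance from insulin aggregation driven by PDI reduction with DTT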
Target sequence (P07237 whole entry, looked up): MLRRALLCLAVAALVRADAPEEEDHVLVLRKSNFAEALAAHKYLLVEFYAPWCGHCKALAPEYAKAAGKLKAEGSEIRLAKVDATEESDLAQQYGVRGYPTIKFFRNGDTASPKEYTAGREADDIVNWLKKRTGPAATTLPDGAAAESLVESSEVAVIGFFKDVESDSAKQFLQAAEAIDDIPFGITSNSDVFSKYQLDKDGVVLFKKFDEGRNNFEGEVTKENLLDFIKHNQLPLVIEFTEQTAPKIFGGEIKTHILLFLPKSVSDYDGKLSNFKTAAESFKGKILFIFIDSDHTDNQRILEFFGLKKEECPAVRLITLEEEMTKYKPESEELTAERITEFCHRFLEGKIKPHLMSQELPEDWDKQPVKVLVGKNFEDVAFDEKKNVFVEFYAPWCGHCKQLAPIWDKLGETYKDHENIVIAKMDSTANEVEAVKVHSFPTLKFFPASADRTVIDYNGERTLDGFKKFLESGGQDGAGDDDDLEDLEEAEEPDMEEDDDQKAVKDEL
NR2E3 ag-1: inhibitors of NR2E3-RetCOR corepressor binding, primary screen, NR2E3 agonist project, biochemical, TR-FRET, GST-NR2E3, biotin-RetCOR. Photoreceptor-specific nuclear receptor (Homo sapiens), Q9Y5X4. 1536-well. inhibition of corepressor binding, % at 4.78 µM. actives 0.12% (n = 320,000). AID 2300, 2010;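 active means percent inhibition above the cutoff of mean plus 3 SD of all tested compounds, set per screening campaign, cut at about 20% in these data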;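 further: 0% = DMSO wells and 100% = biotin wells as full block of FRET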
Target sequence (Q9Y5X4 whole entry, looked up): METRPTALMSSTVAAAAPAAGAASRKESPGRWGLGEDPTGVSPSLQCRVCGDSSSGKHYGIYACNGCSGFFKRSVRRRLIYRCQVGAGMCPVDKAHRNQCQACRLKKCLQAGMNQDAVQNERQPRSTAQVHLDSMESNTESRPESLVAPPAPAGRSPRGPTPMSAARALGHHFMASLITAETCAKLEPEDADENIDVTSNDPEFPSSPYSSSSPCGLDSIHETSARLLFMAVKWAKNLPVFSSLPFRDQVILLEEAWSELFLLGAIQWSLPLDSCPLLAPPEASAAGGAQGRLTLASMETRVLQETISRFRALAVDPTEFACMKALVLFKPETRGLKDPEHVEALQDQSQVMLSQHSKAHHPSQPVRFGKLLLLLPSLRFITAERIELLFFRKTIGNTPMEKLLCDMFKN
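Test system: GST-NR2E3 and biotin-RetCOR proteins | Quantity: 1.35 nM GST-tagged NR2E3 final | Medium: Tris pH 7.5 | Also added: 7 nM biotin-RetCOR | Dosing: Compound at 4.8 µM, single dose | Timing: 5 h at 4 °C | Detection: Time-resolved FRET | Read-out basis: Percent inhibition | Benchmarks: Biotin wells as high control, 0.6% DMSO wells as low control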
NR2E3 ag-2: NR2E3 agonists in two-hybrid cells, primary screen, cell-based, luminescence, CHO-S, Gal4-NCOR/VP16-NR2E3 | Photoreceptor-specific nuclear receptor (Homo sapiens), Q9Y5X4 | luciferase | inhibition of corepressor binding, % at 3.98 µM | actives 0.35% (n = 360,000) | AID 602229, 2012;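 active means inhibition above the mean of all tested compounds plus 3 SD, cut at about 70% in these data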;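 further: 0% = DMSO with NR2E3 transfected cells and 100% = cells lacking NR2E3 construct; higher means lower luciferase signal from less NR2E3 corepressor binding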
Vif imaging: HIV Vif self-association inhibitors, primary screen, imaging, HEK293T, single point. HEK293T cells, Vif self-association by quenched fluorescence, 24 h. inhibition, % at 7.49 µM. actives 0.35% (n = 340,000); in the data active means inhibition above about 50%, passing the limit was not always enough; further: some results filed as inactive read as strong as hits
aDG glyco act: activators of alpha-DG glycosylation, primary screen, uHTS, Pro5-aDG cells, AlphaScreen. alpha-DG glycosylation AlphaScreen (IIH6); 0% Pro5, 100% B10-LARGE cell signal. activation, % at 10 µM. actives 0.22% (n = 360,000). AID 624168, 2012;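 active means activation of at least 8% versus controls, or a plate z-score of at least 8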;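 further: Pro5 are CHO cells carrying HIG-tagged alpha-DG that lacks glycosylation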
HIF-2a inh: HIF-2a reporter inhibitors, primary screen, luminescence, 786-0 RCC cells | 786-0 RCC cells HIF-2a reporter, luciferase luminescence, overnight | inhibition, % at 18.8 µM | actives 0.72% (n = 360,000) | AID 624352, 2012;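 active means inhibition of the luminescence signal of 40% or more relative to plate controls, in a single-dose primary screen at 18.75 µM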
The depositor's hits bear a star; · = no result given. The order is random. About 3.5% of those tested had a hit in this group.

SMILES | MITF TRPM1 inh | Peg3 prom inh | Granule exo inh | hiPSC survival | CaV13 ICDI inh | PDI inh | NR2E3 ag-1 | NR2E3 ag-2 | Vif imaging | aDG glyco act | HIF-2a inh
CCOC(=O)C(C)n1cnc2c(nnn2-c2ccc(C)cc2)c1=O (stereo unspecified) | -17 | -31 | -1 | -3.6 | -8 | 1 | 15 | -45 | -2 | -0.2 | -38
CCOC(=O)c1[nH]c(C)c(C(=O)Nc2cc(Cl)ccc2C)c1C | 10 | 6 | 2 | -2.7 | -8 | 0 | 2 | 5 | 14 | -0.2 | -30
COC(=O)C1=C2c3[nH]c4ccccc4c3CCN2C(=O)CC1 | · | 13 | -4 | -0.8 | · | · | 0 | -2 | -9 | 0.0 | 8
COc1ccc(OC)c(Nc2nc(=O)c3cccnc3s2)c1 | 6 | -2 | 4 | 0.7 | · | -43 | · | -10 | -6 | 0.1 | -20
COC(=O)N/N=C/c1cn(Cc2c(Cl)cccc2Cl)c2ccccc12 | -1 | 16 | -2 | 0.2 | -5 | -1 | -5 | -23 | · | 0.1 | 22
CCOc1ccc(OCCC(=O)Nc2ccc(F)cc2C)cc1 | 0 | 4 | -2 | -2.8 | -4 | 1 | 2 | 50 | 10 | -0.3 | 9
Cc1ccc(C(C)C)c(OCC(=O)NNC(=O)Cn2[nH]c(=O)c3ccccc3c2=O)c1 | -5 | 1 | -6 | -0.5 | -13 | -13 | 2 | -39 | 5 | -0.1 | -6
Cc1ccc(C)c(OC(C)C(=O)Nc2nccs2)c1 (stereo unspecified) | -6 | -21 | 2 | 0.6 | · | -49 | -4 | 1 | -4 | 0.2 | -31
O=C(Nc1nc(-c2ccc(Cl)cc2Cl)cs1)c1ccc(OCC2CCCO2)cc1 (stereo unspecified) | -8 | -5 | 1 | -1.9 | -19 | 6 | 6 | -8 | 6 | 0.9 | 7
CC(C)CN(C(=O)CSc1nnc2ccccn12)C1CCS(=O)(=O)C1 (stereo unspecified) | · | 4 | 6 | -0.2 | -5 | 5 | 3 | -13 | 3 | 0.0 | 7
O=C(N/N=C/c1ccc(Cl)cc1)c1ccc2c(c1)OCO2 | -43 | -216 | 5 | -0.4 | -4 | 2 | -3 | -77 | -6 | -0.1 | -209
Cc1ccc(CC(=O)Nc2cccc([N+](=O)[O-])c2)cc1 | -4 | -17 | -3 | 0.7 | -5 | -8 | 1 | -17 | 5 | 0.2 | -17
COC(=O)Cc1ccc(NC(=S)Nc2ccccn2)cc1 | -42 | -68 | 1 | 0.5 | -4 | -3 | 0 | -38 | 5 | 0.6 | -136
CC(C)n1c(CCCO)nc2ccccc21 | 4 | 0 | 1 | -0.8 | -3 | 11 | -2 | 3 | -11 | 0.0 | 11
Cn1nc(C(C)(C)C)cc1N1C(=O)CCC1(C)C(=O)NCc1ccccc1 (stereo unspecified) | · | -1 | 1 | -0.6 | -9 | · | · | 3 | · | 0.3 | 8
O=c1cc(CSc2ccc(Cl)cc2)nc(N2CCOCC2)[nH]1 | 7 | 10 | -2 | -2.6 | -5 | -6 | 1 | 4 | 1 | 0.1 | -6
Cc1ccccc1C(=O)NC(=S)N(C)CCc1ccccn1 | -2 | 3 | -2 | 0.4 | -3 | 5 | 1 | -25 | -2 | -0.1 | 14
CN(Cc1ccc(Cl)cc1Cl)C(=O)CNC(=O)c1ccco1 | 0 | -5 | 5 | 3.9 | -2 | 8 | -1 | -11 | 1 | -0.2 | -6
COc1c(C)cc(Br)cc1C(=O)NCc1cccnc1 | 8 | 12 | 0 | -0.2 | -7 | -8 | -1 | -7 | 2 | 0.0 | 6
CCN1CCN(S(=O)(=O)c2ccc(Cl)c(C(=O)NC3CCC(C)CC3)c2)CC1 (stereo unspecified) | -2 | 14 | -1 | -0.4 | -16 | -4 | 2 | -11 | 30 | -0.2 | 3
COCCNC(=O)C(c1ccco1)N(C(=O)Cn1nnc2ccccc21)c1ccc(C)cc1C (stereo unspecified) | 8 | 9 | -4 | -1.6 | · | 17 | 0 | -3 | -24 | 0.2 | 8
COC(=O)c1ccccc1NC(=O)NC1CCC(C)CC1 (stereo unspecified) | -5 | -34 | -2 | -3.5 | 20 | -3 | 6 | -43 | 4 | -0.1 | -70
CC1(C)CCCC2=C1CC1C(=O)N(N)C(=O)C1C2 (stereo unspecified) | -7 | -2 | -14 | -0.5 | -5 | 2 | 1 | -39 | 3 | -0.1 | 12
Cc1cccc(N(C)C(=O)CN2C(=O)COc3ccc(S(=O)(=O)N4CCCCCC4)cc32)c1 | -3 | 14 | 5 | -0.6 | -15 | 3 | 2 | -42 | 1 | -0.1 | 15
CCN(Cc1ccccc1)S(=O)(=O)c1cc(C(=O)NCCCN(C)C)ccc1OC | -2 | 9 | 1 | 1.7 | 3 | 1 | -1 | 15 | 5 | 0.2 | 15
Cn1c(=O)c2[nH]c(N3CCN(c4ccccc4)CC3)nc2n(C)c1=O | -3 | 8 | -3 | -0.4 | -7 | 0 | -3 | -5 | 17 | -0.4 | -4
COc1ccc(-c2c(C#Cc3ccsc3)c3cc(-c4ccc(OC)nc4)ccc3n2C)cc1 | -5 | -9 | 10 | -2.0 | -12 | -9 | 3 | -8 | -4 | 0.3 | 22
CNc1cncc(-c2cccc(C(C)=O)c2)n1 | · | -23 | -6 | 3.7 | -7 | -24 | · | -18 | 2 | -0.1 | -20
O=C(CCOc1ccccc1)Nc1ccccc1 | -19 | -88 | 0 | -1.3 | 0 | 2 | 0 | -18 | 0 | -0.1 | -97
O=S(=O)(Nc1cc(S(=O)(=O)N2CCCC2)ccc1O)c1ccc(Cl)s1 | 16 | 12 | 0 | 0.0 | -6 | 0 | · | 8 | -7 | -0.3 | 8
N#CN=CN1CC=C(c2ccc(Cl)cc2)CC1 | · | -7 | -4 | -3.2 | -3 | -3 | · | -10 | 0 | 0.3 | -3
COc1ccc(/C=C2\SC(N)=NC2=O)cc1Cl | -11 | -30 | -2 | -0.2 | -20 | -10 | 2 | 0 | 10 | -0.1 | -15
C=CCn1c(SCC(=O)Nc2cc(C)cc(C)c2)nnc1-c1cnccn1 | 0 | -5 | -7 | -2.3 | -8 | -2 | -3 | -10 | 7 | 0.2 | 19
CC1CCC(NC(=O)C2(C)CCC(=O)N2Cc2cccnc2)CC1 (stereo unspecified) | -10 | 5 | -1 | 1.3 | -7 | 6 | 5 | -6 | · | 0.0 | 19
CN1CCCC(C(=O)Nc2cccc(Cl)c2)CC1 (stereo unspecified) | · | -3 | 5 | 4.4 | -3 | -17 | · | -12 | -1 | 0.7 | 4
O=C(Nc1ccc(Cl)cc1F)C1CCN(S(=O)(=O)c2cccc3nonc23)CC1 | 9 | 20 | 7 | -0.5 | -4 | -7 | -1 | -10 | -4 | -0.2 | 6
CC(NCC(O)COCCC12CC3CC(CC(C3)C1)C2)c1ccccc1 (stereo unspecified) | 57 | 104* | 23 | -4.9 | -5 | -13 | 4 | 18 | 0 | -0.6 | 2
CC1CCCN(C(=O)CSc2nnc(-c3ccco3)n2C)C1 (stereo unspecified) | 11 | 3 | -3 | 0.4 | -3 | 12 | 1 | -4 | 18 | -0.2 | 7
CC(=O)N(CCC(Cc1ccccc1)c1ccco1)Cc1ccco1 (stereo unspecified) | -1 | 13 | -6 | -0.5 | 4 | 10 | 1 | -11 | 19 | 0.2 | 20
CC1CCCCN1C(=O)COC(=O)CNC(=O)c1sc2ccccc2c1Cl (stereo unspecified) | 2 | 0 | 1 | 0.8 | -6 | 2 | 5 | 7 | 30 | -0.3 | 5

Reformatted tab-delimited: part of the list above.
mol	MITF TRPM1 inh	Peg3 prom inh	Granule exo inh	hiPSC survival	CaV13 ICDI inh	PDI inh	NR2E3 ag-1	NR2E3 ag-2	Vif imaging	aDG glyco act	HIF-2a inh
C=CCn1c(SCC(=O)Nc2cc(C)cc(C)c2)nnc1-c1cnccn1	0	-5	-7	-2.3	-8	-2	-3	-10	7	0.2	19
CC1CCC(NC(=O)C2(C)CCC(=O)N2Cc2cccnc2)CC1 (stereo unspecified)	-10	5	-1	1.3	-7	6	5	-6	·	0.0	19
CN1CCCC(C(=O)Nc2cccc(Cl)c2)CC1 (stereo unspecified)	·	-3	5	4.4	-3	-17	·	-12	-1	0.7	4

Two compounds drawn at random from the list so far, as already listed:
SMILES | MITF TRPM1 inh | Peg3 prom inh | Granule exo inh | hiPSC survival | CaV13 ICDI inh | PDI inh | NR2E3 ag-1 | NR2E3 ag-2 | Vif imaging | aDG glyco act | HIF-2a inh
N#CN=CN1CC=C(c2ccc(Cl)cc2)CC1 | · | -7 | -4 | -3.2 | -3 | -3 | · | -10 | 0 | 0.3 | -3
CN1CCCC(C(=O)Nc2cccc(Cl)c2)CC1 (stereo unspecified) | · | -3 | 5 | 4.4 | -3 | -17 | · | -12 | -1 | 0.7 | 4

(next part)
SMILES | MITF TRPM1 inh | Peg3 prom inh | Granule exo inh | hiPSC survival | CaV13 ICDI inh | PDI inh | NR2E3 ag-1 | NR2E3 ag-2 | Vif imaging | aDG glyco act | HIF-2a inh
Nc1nnc(C2CCCC2)s1 | 3 | -17 | 1 | -0.5 | -9 | -1 | -2 | -16 | 2 | -0.2 | 3
O=C(CSc1ccsc1[N+](=O)[O-])N1CCCCCC1 | 1 | 3 | -2 | -1.4 | -3 | -62 | -1 | -66 | -2 | -0.4 | -8
COc1cccc(C2(O)CCN(C(=O)Cc3cccnc3)CC2)c1 | 6 | 4 | -5 | -1.0 | -2 | 18 | 0 | -16 | -6 | 0.1 | 13
Cc1ccc(NCC(=O)Nc2ccc(Br)cc2)cc1C | -36 | -73 | 1 | -0.6 | -6 | -4 | 2 | -42 | 21 | -0.1 | -99
COc1ccc(C(CNS(=O)(=O)c2ccc(F)cc2)N2CCN(C)CC2)cc1 (stereo unspecified) | -6 | -10 | -9 | 0.1 | -6 | -1 | -1 | -6 | 0 | 0.4 | -1
CCOC(=O)c1c(-c2ccc(F)cc2)csc1NC(=O)CCN1CCOCC1 | 1 | 16 | -1 | 3.3 | -3 | 0 | 1 | -8 | 4 | 0.0 | 18
COc1ccc(Br)cc1/C=C1\Oc2ccccc2NC1=O | 19 | 14 | -2 | -0.2 | -13 | -5 | 1 | -25 | 12 | 0.0 | 6
O=C1CC(c2cccc(F)c2)SC(N(c2ccccc2)c2ccccc2)=N1 (stereo unspecified) | -9 | 26 | 5 | -0.1 | -7 | 7 | -2 | 4 | 1 | -0.1 | 23
CC(C)CNS(=O)(=O)c1cc2c3c(c1)CC(=O)N3CCC2 | 10 | -2 | 11 | -0.8 | -4 | 6 | -6 | -1 | -9 | 0.0 | 15
